Source: PubChem BioAssay (several laboratories)
ADAM10 inh: human ADAM10 inhibitors, primary screen, biochemical, QFRET, HTS; Disintegrin and metalloproteinase domain-containing protein 10 (Homo sapiens), O14672; recombinant ADAM10, EDANS/DABCYL FRET peptide cleavage, 3 h; hit rate 0.62% among 370,000; inhibition, % at 7 µM; AID 720582, 2013;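 active = inhibition above a per-campaign cutoff equal to the mean of compounds falling between control-based bounds plus 3 SD, cut at about 20% in these data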;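 also: 0% = DMSO wells while the 100% control is not disclosed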
Target sequence (O14672 214-748 limits assumed): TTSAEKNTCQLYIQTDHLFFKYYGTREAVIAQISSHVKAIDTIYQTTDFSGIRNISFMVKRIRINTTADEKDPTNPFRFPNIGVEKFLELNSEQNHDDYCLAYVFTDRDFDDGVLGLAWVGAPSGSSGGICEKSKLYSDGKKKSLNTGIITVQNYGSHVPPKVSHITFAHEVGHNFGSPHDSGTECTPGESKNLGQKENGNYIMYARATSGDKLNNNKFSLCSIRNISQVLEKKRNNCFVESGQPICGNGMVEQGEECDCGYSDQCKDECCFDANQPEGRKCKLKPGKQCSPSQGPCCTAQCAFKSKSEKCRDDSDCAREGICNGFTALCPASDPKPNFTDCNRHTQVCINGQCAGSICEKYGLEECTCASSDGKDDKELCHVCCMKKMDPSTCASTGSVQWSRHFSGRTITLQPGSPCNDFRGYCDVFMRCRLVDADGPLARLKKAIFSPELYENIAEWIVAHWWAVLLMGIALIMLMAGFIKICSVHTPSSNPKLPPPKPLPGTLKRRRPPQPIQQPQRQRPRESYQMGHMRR
GC-A act: GC-A stimulated cGMP production enhancers – HEK293 GC-A cells, cGMP TR-FRET, EC30 ANP, primary screen | 0% at EC30 ANP, 100% saturating ANP | activation, % at 10 µM | hit rate 0.14% among 370,000; in the data active = activation above about 40%
rCAG binder: binders of r(CAG) RNA repeats, primary screen, biochemical, fluorescence | hit rate 1.3% among 370,000 | r(CAG) RNA repeat, TO-PRO-1 dye displacement fluorescence | inhibition, % at 3 µM;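 active = inhibition above the plate cutoff, the mean of all test compounds on that plate plus 3 SD, cut at about 35% in these data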;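 also: 0% = DMSO alone and 100% = 100 µM mitoxantrone as full dye displacement; higher means more dye released from RNA so lower well fluorescence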
NPR2 activator: human GC-B receptor activators, primary screen, HEK293 GC-B cells, cGMP TR-FRET, EC30 CNP; activation, % at 10 µM; hit rate 0.11% among 370,000; 0% at EC30 CNP, 100% saturating CNP;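 active = activation at 10 µM reaching about 35% in either raw or pattern-adjusted values, limit read from the data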
FXN GAA850 act: FXN promoter activators, primary screen, cell-based, luciferase luminescence, HEK293 lucGAA850 | HEK293 lucGAA850 FXN promoter luciferase reporter, 24 h; percent of 10 µM SAHA response | activation, % at 6 µM | hit rate 0.56% among 360,000 | AID 540364, 2011;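 active = activation above the average of all compounds screened plus 3 SD, cutoff fixed separately per campaign, cut at about 7.5% in these data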;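 also: 0% = DMSO wells and 100% = 10 µM SAHA wells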
sPLA2-III inh: human group III sPLA2 inhibitors, primary screen, biochemical, QFRET, BODIPY PC-A2 liposome substrate | Group 3 secretory phospholipase A2 (Homo sapiens), Q9NZ20 | QFRET BODIPY PC-A2 liposome hydrolysis, fluorescence | inhibition, % at 12.2 µM | hit rate 0.56% among 370,000 | AID 743126, 2013;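 active = inhibition above mean plus 3 SD of compounds lying within the high and low control bounds, cut at about 19% in these data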;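 also: 0% = median of test compound wells and 100% = no enzyme DMSO wells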
Target sequence (Q9NZ20 whole entry, looked up): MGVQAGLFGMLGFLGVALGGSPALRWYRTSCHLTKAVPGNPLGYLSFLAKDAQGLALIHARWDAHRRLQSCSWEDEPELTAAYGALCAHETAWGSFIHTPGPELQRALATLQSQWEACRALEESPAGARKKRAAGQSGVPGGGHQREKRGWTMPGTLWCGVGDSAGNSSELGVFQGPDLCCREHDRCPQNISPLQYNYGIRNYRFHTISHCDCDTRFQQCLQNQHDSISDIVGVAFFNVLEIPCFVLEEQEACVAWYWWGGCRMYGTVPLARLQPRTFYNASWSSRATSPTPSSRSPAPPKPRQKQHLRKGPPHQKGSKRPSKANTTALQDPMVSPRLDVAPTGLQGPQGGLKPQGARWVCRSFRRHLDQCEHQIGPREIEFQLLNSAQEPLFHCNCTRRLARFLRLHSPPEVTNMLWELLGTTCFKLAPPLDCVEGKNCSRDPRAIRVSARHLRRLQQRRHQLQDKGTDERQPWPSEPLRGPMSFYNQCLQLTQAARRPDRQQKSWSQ
ARFGAP1 inhibitor: inhibitors of rat ARFGAP1 GAP activity, primary screen, biochemical, fluorescence polarization, GDP tracer; hit rate 0.26% among 360,000; inhibition, % at 16.5 µM; Arfgap1-stimulated ARF1 GTP hydrolysis, GDP FP detection; ADP-ribosylation factor GTPase-activating protein 1 (Rattus norvegicus), Q62848; AID 651572, 2012;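 active = inhibition above a per-plate limit, mean inhibition of low control wells plus 3 SD, cut at about 25% in these data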;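 also: 0% = DMSO wells with enzyme and 100% = wells lacking Arfgap1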
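Replicates: Single well per compound | Assay system: Truncated rat Arfgap1 GAP domain | Control set: No-Arfgap1 wells (100%) versus DMSO full-reaction wells (0%) | Times: Enzyme reaction 120 min at 25 °C after 20 min preincubation | Reagent: Human ARF1(Δ1-17)-GTP substrate | Measured by: Tracer-displacement fluorescence polarization with EDTA stop, 620/688 nm | Measure: Percent inhibition of Arfgap1-stimulated GTP hydrolysis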
DDE Tn6 FP inh: inhibitors of Tn6 peptide binding to fibrin DD(E), primary screen, biochemical, fluorescence polarization, human fibrin, Tn6 probe; inhibition, % at 8.3 µM; AID 720509, 2013; Fibrin DD(E) TRITC-Tn6 fluorescence polarization displacement; hit rate 0.21% among 370,000;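 active = inhibition above a per-campaign cutoff: mean of compounds within control limits plus 3 SD, cut at about 15% in these data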;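 also: 0% = median of all compound wells on the plate and 100% = blocking peptide control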
ASAP1 GAP inh: inhibitors of human ASAP1 ArfGAP activity, primary screen, biochemical, fluorescence polarization. Arf-GAP with SH3 domain, ANK repeat and PH domain-containing protein 1 (Homo sapiens), …. ASAP1-stimulated ARF1 GTP hydrolysis, GDP FP detection. inhibition, % at 16.5 µM. hit rate 0.19% among 360,000. AID 624377, 2012; in the data active = inhibition above about 25%;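 also: 0% = vehicle with enzyme and substrate and 100% = no enzyme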
KLK7 zymogen act: proKLK7 zymogen activators, primary screen, biochemical, fluorescence intensity | Kallikrein-7 (Homo sapiens), P49862 | purified proKLK7, EDANS-DABCYL substrate fluorescence; 100% is mature enzyme control, 0% vehicle | activation, % at 7 µM | hit rate 0.9% among 370,000 | AID 652039, 2013;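 active = activation above the mean of all tested compounds plus 3 SD, computed per campaign excluding outliers beyond control limits, cut at about 13% in these data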
* = called active by the depositor; i = inactive; nt = no result given.

SMILES	ADAM10 inh	GC-A act	rCAG binder	NPR2 activator	FXN GAA850 act	sPLA2-III inh	ARFGAP1 inhibitor	DDE Tn6 FP inh	ASAP1 GAP inh	KLK7 zymogen act
O=c1cc(CN2CCN(Cc3ccc(F)cc3)C(CCO)C2)[nH]c2ccccc12 (stereo not drawn)	-10	2	-7	-3	1.3	-3	-16	-3	-7	0.4
CC1=C(C(=O)N(C)C)CC(CC(=O)NCc2cccc3ccccc23)C(=O)N1CCC1=CCCCC1 (stereo not drawn)	-14	1	-1	1	-0.9	-1	8	0	-8	-0.5
Cc1ccccc1OCCn1cnc2cc([N+](=O)[O-])ccc2c1=O	-1	-3	3	-2	-1.3	-4	-12	2	-7	-0.9
CCN(CC)c1ccc(NC(=O)c2ccc(Br)o2)cc1	-5	nt	-5	nt	1.3	13	0	-3	4	0.2
CCC(SC1=NCCS1)C(=O)Nc1ccc(S(N)(=O)=O)cc1 (stereo not drawn)	0	-5	5	-2	0.2	-17	-4	6	0	0.5
Nc1ncnc2c1ncn2[C@@H]1O[C@H](C(=O)Nc2ccc(C(=O)N3CCCCC3)cc2)[C@@H](O)[C@H]1O	-8	-1	-1	-5	nt	-3	1	-4	-6	-0.2
CCOC(=O)CN(C)C(=O)C1CCCN1C(=O)OC(C)(C)C (stereo not drawn)	3	1	2	3	0.2	9	-10	14	-7	0.7
Oc1ccccc1-n1c(-c2ccccc2)ccc1-c1ccccc1	7	2	2	-2	-2.1	-3	1	-6	3	-0.6
O=[N+]([O-])c1cc([N+](=O)[O-])c(Oc2ccc(F)cc2F)cc1NN1CCCCC1	-7	5	2	-6	-0.6	2	21	4	7	0.0
CCOc1ccccc1NC(=O)c1cnc2n(c1=O)CCS2	2	-6	3	-2	1.8	6	6	1	6	0.2
COC(=O)[C@@]1(Cc2ccc(OC)cc2)[C@H]2c3cc(C(=O)N4CCCC4)n(Cc4ccc(OC)c(OC)c4)c3C[C@H]2CN1C(=O)c1ccccc1	14	1	3	7	nt	-15	9	-10	7	0.0
Clc1ccc(CNc2ccc(CNc3ncn[nH]3)cc2)c(Cl)c1	3	4	0	-4	0.3	-14	-4	2	-7	0.1
CN1CCN(NC(=O)c2cn(-c3ccccc3)nc2-c2ccc(OC(F)F)cc2)CC1	2	-3	-4	-4	2.0	-1	-4	3	-2	0.8
CC(=O)c1c(C)nc(Nc2nc3ccccc3s2)nc1C	-6	0	3	-3	6.3	9	25*	6	-10	-0.5
CCC(=O)Nc1cc(C(=O)OCC(=O)c2ccccc2)ccc1C	-4	6	-3	-6	5.3	-11	-5	4	-4	-0.3
CC(NC(=O)c1ccco1)C(=O)N1CCN(C(c2ccccc2)c2ccccc2)CC1 (stereo not drawn)	-2	-4	-7	2	0.9	-2	-2	5	7	-0.1
CCOc1ccc(-c2nc(CSCC(=O)NCc3ccco3)c(C)o2)cc1	-9	0	-4	7	-15	-9	6	-3	-7	-0.1
O=C(OCC(=O)N1c2ccccc2Sc2ccccc21)C1CC(=O)N(Cc2ccco2)C1 (stereo not drawn)	1	-4	-4	3	1.5	-18	5	1	10	1.2
Oc1ccc(Nc2ccnc3cc(Cl)ccc23)cc1	-1	-13	1	-7	10*	-9	10	-2	4	0.0
CC1(C(=O)NC2CCCC2)CCC(=O)N1Cc1ccccc1 (stereo not drawn)	2	-1	-3	-1	0.3	0	8	-7	-1	0.0
Cc1ccc(-n2nc3c(c2NC(=O)CC(C)C)CS(=O)(=O)C3)cc1	6	1	1	5	2.5	1	-1	-3	2	0.0
NC(=O)C1CCN(C(=O)CSc2nc3c(c(-c4ccccc4)n2)CCCC3)CC1	-6	-2	-7	-1	-0.5	0	-22	6	-1	0.7
Cc1cc(C)n(C(=O)c2ccc(C)c(F)c2F)n1	-12	1	-1	0	2.5	1	-7	0	-8	0.0
Cn1c(N)c(C(=O)COC(=O)CCCN2C(=O)c3ccccc3C2=O)c(=O)n(C)c1=O	1	7	-4	0	1.1	0	10	-1	17	-0.4
C=CCNc1ncnc2c1cnn2-c1ccc(C)cc1C	-1	0	5	-3	-1.0	5	-4	-8	-8	-0.1
COc1ccc(-c2nc3c(c(SCC(=O)N4CCOCC4)n2)COC(C)(C)C3)cc1	0	1	-3	-3	2.6	-1	2	-8	1	0.3
COc1ccccc1Nc1nc(N2CCCC2)nc(N2CCOCC2)n1	-3	0	-6	-4	0.7	13	9	0	-7	0.3
CCCCN(C)c1c2c(nc3ncnn13)CCCC2	2	2	1	-4	nt	1	nt	-1	nt	0.5
Cc1[nH]c2ccccc2c1C(=O)c1cc(Cc2ccccc2)sc1N	1	48*	19	3	nt	-10	14	-4	18	0.2
CCOC(=O)N1CCN(C(=O)c2cn(CC)c3ccc(S(=O)(=O)N4CCOCC4)cc3c2=O)CC1	3	1	-2	2	1.4	0	2	3	4	0.4
CCOC(=O)[C@@]12CCC3=C1N(CCC3)C(=O)[C@H](CC(=O)NCc1ccc(OC)c(OC)c1)C2	-23	0	2	4	nt	13	nt	-12	nt	0.0
CC(C(=O)NC(=O)NC1CCCCC1)N1CCN(c2ccccn2)CC1 (stereo not drawn)	3	0	-8	3	0.4	-7	2	0	13	0.3
CCC(C(=O)NCc1ccccc1)n1c(Cc2cc(F)cc(F)c2)nc2ccccc21 (stereo not drawn)	1	-21	1	-19	nt	-3	7	-3	3	-1.0
Cc1ccc(OCCN2CCC2(C)C(=O)Nc2ccc3c(c2)OCO3)cc1 (stereo not drawn)	4	1	2	-3	2.2	-3	-16	-5	5	0.9
CCN(CC)C(=O)CC(c1ccc(F)cc1)c1ccco1 (stereo not drawn)	-6	3	4	2	1.1	3	-1	2	-10	0.4
O=C(OCCN(CCOC(=O)c1ccncc1)S(=O)(=O)c1cccs1)c1ccncc1	-7	0	-4	-2	-2.3	11	17	-5	4	0.0
O=C(O)c1cc(N/N=C/c2c(O)ccc3ccccc23)ccc1Cl	-2	0	12	-2	0.9	-7	-8	-4	-1	-0.3
CC(C)C(=O)Nc1ccc(N2CCN(S(C)(=O)=O)CC2)cc1	5	0	0	-3	-1.9	-3	11	-2	-2	-0.6
COc1ccccc1N1C(=O)Cc2ccccc2C1=O	2	11	18	0	-1.8	8	6	-3	2	-2.4
CN(C)CCNc1oc(/C=C/c2ccccc2)nc1C#N	i	3	0	3	4.9	12	-4	-3	-12	98*
CC(=O)N/N=C\c1ccccc1OC/C=C/c1ccccc1	-10	-4	-5	-2	1.5	0	2	-1	-10	-0.1
Cn1cc(Br)c(-c2cccc(N3C(=O)CCCC3=O)c2)n1	-3	1	-3	-2	1.0	-3	5	1	2	0.1
CCOc1ccc(NC(=O)[C@@H](NC(=O)c2ccco2)C(C)C)cc1	-3	5	5	4	1.4	-2	4	2	-12	0.6
Cc1ccc(Cl)cc1NC(=O)NCc1cccnc1	0	0	0	-5	-0.8	-3	-9	-4	0	-0.7
COc1ccc(/C=C/C(=O)Nc2cccc(S(=O)(=O)NC3=NCCCCC3)c2)cc1OC	-180	-1	4	1	1.8	-9	2	-14	-2	0.8
CCOC(=O)N1CCN(C(=O)CSc2nc(=O)n3ccccc3n2)CC1	-9	3	2	-1	-1.5	8	3	0	3	-0.6
NC(=O)c1ccc(NS(=O)(=O)c2ccccc2F)cc1	5	5	2	2	-2.4	11	-14	-2	-17	-0.3
Cc1[nH]c(C)c(S(=O)(=O)N2CCN(c3ccccc3F)CC2)c1C(=O)N1CCCC1	-5	11	-6	4	-0.8	3	-8	1	-17	-0.3
COCCNC(=O)c1ccc(C(=O)C(=O)c2ccccc2)cc1	-15	-1	-1	4	1.7	6	4	-6	6	-0.4
COc1ccc(OC)c(Nc2ncnc3c2cnn3-c2ccccc2)c1	-1	12	-3	-1	4.1	-4	8	1	-4	0.3
COc1ccc(-c2csc(NC(=O)C3CSC4(C)CCC(=O)N34)n2)cc1OC (stereo not drawn)	2	1	3	8	3.0	2	20	1	4	-0.2
CCCNC(=S)Nc1ccc(Cl)cc1Cl	-2	1	-2	-6	2.4	13	-4	6	13	0.1
CCC(NC(=O)c1ccccc1NC(=O)c1ccco1)C(=O)NNC(=O)c1ccncc1 (stereo not drawn)	-8	6	5	2	2.1	10	-7	5	5	-0.6
COc1ccc(OC)c(S(=O)(=O)N(C)CC(=O)N2CCN(c3cccc(Cl)c3)CC2)c1	7	-2	-5	7	0.0	3	0	-4	23	-0.2
CCCNC(=O)C(=O)Nc1ccc2c(c1)N(S(=O)(=O)c1cccs1)CCC2	3	0	-1	5	-4.2	-2	10	-3	-2	-0.1
COc1ccc(/C=N/N=C2/CC(C)(C)Cc3n[nH]c(=O)cc32)cc1	-6	1	-18	-1	0.7	-3	3	4	2	0.4
O=C(NC1CCCC1)C(c1cccnc1)N(C(=O)c1csnn1)C1CCCC1 (stereo not drawn)	1	2	-5	2	2.4	4	3	2	7	-0.3
CCCCNC(=O)C1c2ccccc2OCC(=O)N1Cc1ccco1 (stereo not drawn)	-15	-11	1	-5	nt	5	6	-3	-13	-0.4
C/C(=N/NC(=O)OC(C)(C)C)c1ccco1	1	2	3	-5	4.0	2	-9	-5	5	-0.4
CCc1ccc(CN(C)CC(=O)Nc2ccccc2[N+](=O)[O-])cc1	-2	2	-4	4	7.0	-5	6	-6	16	0.3
COc1ccc(NC(=O)C23CC4CC(C2)CC(n2cnc(Br)n2)(C4)C3)cc1OC	2	-1	1	4	-1.6	0	-4	-2	1	-0.2
Cc1nc(C(=O)NNC(=O)Nc2ccc(Cl)cc2)cs1	-2	-5	-2	3	0.8	6	6	-5	5	0.1

Among those listed so far, these contain a thiophene ring, fused or not:
SMILES	ADAM10 inh	GC-A act	rCAG binder	NPR2 activator	FXN GAA850 act	sPLA2-III inh	ARFGAP1 inhibitor	DDE Tn6 FP inh	ASAP1 GAP inh	KLK7 zymogen act
Cc1[nH]c2ccccc2c1C(=O)c1cc(Cc2ccccc2)sc1N	1	48*	19	3	nt	-10	14	-4	18	0.2
O=C(OCCN(CCOC(=O)c1ccncc1)S(=O)(=O)c1cccs1)c1ccncc1	-7	0	-4	-2	-2.3	11	17	-5	4	0.0
CCCNC(=O)C(=O)Nc1ccc2c(c1)N(S(=O)(=O)c1cccs1)CCC2	3	0	-1	5	-4.2	-2	10	-3	-2	-0.1
